From PubChem BioAssay
Mdm2 MdmX PPI – human Mdm2/MdmX binding inhibition | O15151+Q00987 | SaOS-2 split-luciferase Mdm2/MdmX complementation, luminescence | inhibition, % at 8 µM | hit rate 3% among 330,000 | AID 485346;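 active means inhibition of at least 50% at 8 µM in the primary screen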
XBP1 UPR activ – adaptive UPR (XBP1) activation; activation, % at 20 µM; CHO-XBP1 luciferase reporter, IRE1-XBP1 UPR activation, luminescence; percent of tunicamycin response, DMSO as zero; hit rate 0.33% among 330,000;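 active means versus positive control, 20 µM dose yields 30% or more activation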;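 further: 100% = tunicamycin at 10 µg/mL and 0% = DMSO only wells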
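Material: CHO cell line with stable XBP1 luciferase reporter; schedule: 16-18 h cell attachment at 37 °C, then 6 h compound exposure; signal: glow luminescence from Steady-Glo reagent; medium: serum-containing F12 medium, 10% FBS; benchmarks: tunicamycin 10 µg/mL and vehicle-only wells; read-out: percent activation relative to tunicamycin reference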
Jurkat NFkB inh – inhibitors of the PMA/ionomycin-induced NF-kB reporter in Jurkat cells; PMA/ionomycin-induced NF-kB luciferase reporter, luminescence; inhibition, % at 4 µM; hit rate 0.53% among 330,000; in the data active means inhibition above about 50%
EBI2 antag – antagonists of human EBI2 receptor; P32249; EBI2 beta-arrestin recruitment, luminescence, 7a,25-OHC stimulated; inhibition, % at 5 µM; hit rate 0.81% among 360,000; AID 651636; in the data active means inhibition above about 38%;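 further: enzyme fragment complementation signal reports receptor beta-arrestin coupling in cells; 0% = agonist plus DMSO wells and 100% = wells without agonist; some results beyond the cut were filed as inactive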
Target sequence (P32249 whole entry, looked up, the tested form may be a part): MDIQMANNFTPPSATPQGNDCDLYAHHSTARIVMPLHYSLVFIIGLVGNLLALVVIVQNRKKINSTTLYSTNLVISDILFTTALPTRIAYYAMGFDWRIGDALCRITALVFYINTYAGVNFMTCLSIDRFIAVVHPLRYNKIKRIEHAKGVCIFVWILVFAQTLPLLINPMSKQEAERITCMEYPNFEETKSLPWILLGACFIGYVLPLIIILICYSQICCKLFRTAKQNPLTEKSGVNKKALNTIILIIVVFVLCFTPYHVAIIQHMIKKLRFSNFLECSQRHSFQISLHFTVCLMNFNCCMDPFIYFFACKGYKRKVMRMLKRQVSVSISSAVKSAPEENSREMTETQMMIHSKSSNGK
CCR6 antag – antagonists of human CCR6 receptor | P51684 | CHO-K1 CCR6 PathHunter beta-arrestin, luminescence, CCL20-stimulated | inhibition, % at 20 µM | hit rate 0.49% among 340,000 | AID 493098;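 active means compounds whose inhibition of the agonist-driven luminescence signal at 20 µM reaches about 50%, limit read from the data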;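 further: cells stimulated with CCL20 at 14 nM final; plate controls were DMSO with CCL20 for no effect and DMSO without agonist for full effect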
UPR CHOP act – activators of apoptotic arm of unfolded protein response (CHOP). activation, % at 10 µM. CHO-CHOP luciferase reporter, UPR activation, luminescence; percent of tunicamycin response over DMSO baseline. hit rate 0.34% among 330,000;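 active means at 10 µM dose, activation of 40% or more, normalized to positive control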;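 further: 100% = tunicamycin at 10 µg/mL and 0% = DMSO alone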
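measured by = luciferase luminescence | assay system = CHO-CHOP cells, stable luciferase reporter of PERK-eIF2a-CHOP signalling | amount = 500 reporter cells seeded per well | timing = 6 h compound exposure at 37 °C after overnight seeding | controls = positive tunicamycin 10 µg/mL, negative DMSO alone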
697 NFkB inh – inhibitors of the PMA/ionomycin-induced NF-kB reporter in 697 B cells | 697 B-cell NF-kB luciferase reporter, 16 h | inhibition, % at 4 µM | hit rate 0.33% among 330,000; in the data active means inhibition above about 35%
Gli-Sufu antag – blocks Gli-Sufu signaling in a luciferase reporter | Sufu-KO-LIGHT fibroblasts, Gli luciferase reporter luminescence | inhibition, % at 5 µM | hit rate 0.74% among 340,000 | AID 588413;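 active means inhibition above about 55%, limit read from the data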;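 further: 0% = DMSO-treated cells and 100% = wells with medium but no cells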
CXCR6 inh – inhibitors of human CXCR6 receptor. inhibition, % at 20 µM. CHO-K1 PathHunter CXCR6 beta-arrestin, luminescence. hit rate 0.36% among 360,000. AID 602244. O00574; in the data active means inhibition above about 34%, passing the limit was not always enough;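 further: antagonist mode with CXCL16 agonist at 10 nM final; 0% = 10 nM CXCL16 with DMSO and 100% = unstimulated wells without agonist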
Target sequence (O00574 whole entry, looked up): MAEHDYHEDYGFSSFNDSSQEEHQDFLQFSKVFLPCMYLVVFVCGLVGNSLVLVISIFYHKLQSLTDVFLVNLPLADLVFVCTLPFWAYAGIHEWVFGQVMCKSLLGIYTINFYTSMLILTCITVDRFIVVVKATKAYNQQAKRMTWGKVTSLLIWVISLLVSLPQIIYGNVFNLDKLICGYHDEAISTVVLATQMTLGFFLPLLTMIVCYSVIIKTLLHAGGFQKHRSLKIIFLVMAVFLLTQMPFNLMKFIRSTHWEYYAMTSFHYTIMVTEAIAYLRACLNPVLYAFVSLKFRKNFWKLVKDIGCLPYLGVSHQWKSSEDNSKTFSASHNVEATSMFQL
* hit, by the source's call; . = not tested or not shown.

cpd | Compound | CXCR6 inh | Gli-Sufu antag | Jurkat NFkB inh | 697 NFkB inh | XBP1 UPR activ | EBI2 antag | CCR6 antag | Mdm2 MdmX PPI | UPR CHOP act
1 | Cc1ccc(-n2c(=O)[nH]c3c(oc4ccccc43)c2=O)cc1 | 3 | 5 | -13 | -19 | -1 | -2 | 12 | -5 | -0.7
2 | CC(NC(=O)Cc1ccc(Br)cc1)c1ccccc1 (stereo not drawn) | -4 | 0 | 6 | 2 | -4 | 6 | 5 | 17 | 0.1
3 | O=C(NCc1cccnc1)C1CC(=O)N(c2ccc(Cl)cc2)C1 (stereo not drawn) | -2 | 12 | -7 | 2 | -1 | -3 | 5 | 22 | -0.4
4 | O=C(Nc1ccc(N2CCOCC2)cc1N1CCOCC1)c1ccc(Cl)cc1 | -6 | 13 | 5 | 21 | -7 | -3 | -6 | 2 | 1.8
5 | Cc1cc(S(=O)(=O)N2CCN(C(=O)CCC(=O)N3CCOCC3)CC2)ccc1Br | 0 | 6 | -13 | -20 | 0 | -8 | 6 | -15 | 0.0
6 | CN1C(=O)NC(NC(=O)c2ccco2)(C(F)(F)F)C1=O (stereo not drawn) | -2 | 1 | 2 | 17 | 1 | -8 | 6 | -1 | -2.5
7 | Cc1ccc(NC(=O)C2CCN(S(=O)(=O)c3ccc4c(c3)C(C)(C)C(=O)N4C)CC2)c(C)c1 | 9 | 5 | -8 | 6 | 1 | -3 | -6 | 9 | -0.2
8 | CC(Oc1ccccc1F)C(=O)NNC(=O)Cc1ccc(S(=O)(=O)N2CCOCC2)s1 (stereo not drawn) | -1 | -5 | . | . | . | -11 | 7 | . | .
9 | COCCN(C(=O)CSc1nnc(-c2ccc(Cl)cc2)o1)c1c(N)n(CC(C)C)c(=O)[nH]c1=O | -11 | 1 | 10 | 8 | -1 | -18 | -1 | 10 | 1.5
10 | Cc1ccc(C)c(NC(=S)Nc2cccnc2)c1 | 9 | 4 | 5 | 13 | -3 | -5 | -1 | 18 | -0.6
11 | OC(CCCN1CCCCC1)(c1ccccc1)c1ccc(C(F)(F)F)cc1 (stereo not drawn) | 3 | 13 | . | . | . | 2 | 20 | . | .
12 | NS(=O)(=O)c1cc2c(cc1Cl)NC(CSCc1ccccc1)=NS2(=O)=O | 4 | -4 | -4 | 2 | -9 | 6 | 0 | 7 | 0.8
13 | Cc1ccccc1C1NC(=O)c2ccccc2O1 (stereo not drawn) | 8 | -6 | 0 | -1 | -5 | -9 | 13 | 0 | -2.7
14 | O=C(NCCN1CCN(c2ccccc2)CC1)Nc1ccc(Cl)cc1 | 5 | -9 | 2 | -4 | -4 | -1 | 11 | -13 | -1.4
15 | O=C(Nc1ccccn1)c1ccc(COc2ccccc2Cl)o1 | 5 | -28 | -50 | -4 | 2 | -6 | 12 | -25 | 3.0
16 | COc1ccc(-c2nc3ccccn3c2Cl)cc1 | 8 | -69 | -106 | -235 | -3 | 13 | 15 | -148 | -0.9
17 | O=C(NC1CCCc2c1cnn2-c1ccc(F)cc1F)c1ccccc1N1CCOCC1 (stereo not drawn) | 5 | 9 | 3 | -14 | -5 | 2 | 19 | -9 | 1.7
18 | C=C1/C=C(\C)C(C)(O)CC(O)CC(=O)C(O)C(O)C(C)CC(C)OC(=O)/C(C)=C/CC/C=C/C(OC)C(O)CC(C)C1 (stereo not drawn) | 0 | -3 | 8 | 1 | -2 | 6 | 1 | 37 | 0.1
19 | CCCn1cc(C(=O)OCC)c(=O)c2cc(F)c(F)cc21 | 2 | 18 | 4 | -5 | 4 | -2 | -2 | 6 | -0.9
20 | CCOc1ccccc1/C=N/n1c(COc2ccccc2)n[nH]c1=S | 8 | 8 | -3 | 0 | 0 | 9 | 18 | 0 | 0.0
21 | Cc1cc(N=NC(=O)c2ccccc2O)c2ccccc2c1O | 31 | -34 | -31 | -78 | 5 | 17 | 49 | -22 | 5.0
22 | O=C(COC(=O)Cc1ccc(Br)cc1)Nc1c(F)c(F)c(F)c(F)c1F | 2 | -6 | -1 | 11 | 1 | -2 | 6 | 15 | 0.5
23 | Cc1ccc(C)c(S(=O)(=O)Nc2ccc3[nH]c(=O)[nH]c3c2)c1 | -8 | -25 | -11 | -14 | -2 | -2 | -8 | 9 | -1.4
24 | N#Cc1ccccc1Oc1ccc(S(=O)(=O)N2CCCCC2)cn1 | -9 | -18 | -18 | 3 | 1 | -4 | 9 | 6 | 1.3
25 | COc1ccc(C/C(N)=N/OC(=O)c2cccc([N+](=O)[O-])c2)cc1 | -19 | 2 | -15 | -6 | -2 | -14 | -3 | 9 | -0.4
26 | O=C(CSc1nnc(-c2ccccn2)n1Cc1ccco1)Nc1ccc2c(c1)OCO2 | 7 | -20 | -2 | 16 | -2 | -1 | 8 | 23 | -2.3
27 | C(=N\Nc1nnnn1-c1ccccc1)/c1ccncc1 | -6 | 2 | 5 | 18 | -3 | 1 | 9 | 15 | 0.1
28 | COc1ccc(C(=O)N2CCCN(C)CC2)cc1S(=O)(=O)N1CCCc2ccccc21 | -4 | 8 | -7 | -22 | -2 | 1 | 11 | -6 | 0.6
29 | Cc1ccc(NS(=O)(=O)c2ccc(C(=O)NCc3ccc(S(N)(=O)=O)cc3)cc2)cc1 | 2 | 3 | 13 | 1 | 1 | -3 | 7 | 18 | -0.3
30 | COc1ccc(CC(=O)OCC(=O)N2CCCC(C)C2)cc1 (stereo not drawn) | -9 | 29 | -5 | -15 | -1 | -8 | 18 | -9 | -1.3

Six structures from above, sorted by length of the SMILES, low to high:
cpd | Compound | CXCR6 inh | Gli-Sufu antag | Jurkat NFkB inh | 697 NFkB inh | XBP1 UPR activ | EBI2 antag | CCR6 antag | Mdm2 MdmX PPI | UPR CHOP act
13 | Cc1ccccc1C1NC(=O)c2ccccc2O1 (stereo not drawn) | 8 | -6 | 0 | -1 | -5 | -9 | 13 | 0 | -2.7
16 | COc1ccc(-c2nc3ccccn3c2Cl)cc1 | 8 | -69 | -106 | -235 | -3 | 13 | 15 | -148 | -0.9
30 | COc1ccc(CC(=O)OCC(=O)N2CCCC(C)C2)cc1 (stereo not drawn) | -9 | 29 | -5 | -15 | -1 | -8 | 18 | -9 | -1.3
3 | O=C(NCc1cccnc1)C1CC(=O)N(c2ccc(Cl)cc2)C1 (stereo not drawn) | -2 | 12 | -7 | 2 | -1 | -3 | 5 | 22 | -0.4
12 | NS(=O)(=O)c1cc2c(cc1Cl)NC(CSCc1ccccc1)=NS2(=O)=O | 4 | -4 | -4 | 2 | -9 | 6 | 0 | 7 | 0.8
29 | Cc1ccc(NS(=O)(=O)c2ccc(C(=O)NCc3ccc(S(N)(=O)=O)cc3)cc2)cc1 | 2 | 3 | 13 | 1 | 1 | -3 | 7 | 18 | -0.3

The results go on.
cpd | Compound | CXCR6 inh | Gli-Sufu antag | Jurkat NFkB inh | 697 NFkB inh | XBP1 UPR activ | EBI2 antag | CCR6 antag | Mdm2 MdmX PPI | UPR CHOP act
31 | Cn1c(=O)c2c(ncn2CCC(=O)N/N=C/c2cccnc2)n(C)c1=O | -6 | 8 | 18 | 13 | -1 | 4 | 1 | -4 | 2.3
32 | CCOC(=O)/C(C#N)=c1/s/c(=C2\C=Cc3ccccc3N2CC)c(=O)n1CC | 19 | -22 | 0 | -19 | 20 | 3 | 29 | 38 | -6.2
33 | O=C(COC(=O)c1cccc(Br)c1)NCCc1ccccc1 | 6 | 4 | -1 | 2 | -2 | 1 | 7 | 3 | 2.3
34 | O=[N+]([O-])c1ccc(NN=Cc2ccc3c(c2)OCO3)nc1 | -4 | -112 | . | . | . | 0 | 21 | . | .
35 | COc1ccc(N2CCN(C(=S)Nc3cccc(C)c3)CC2)cc1 | -8 | 4 | 1 | -22 | -1 | -7 | -18 | -2 | -0.2
36 | Cc1nnc(-c2cnn(C)c2N)n1Cc1cccc(Cl)c1 | -4 | 2 | -11 | 22 | -1 | 4 | -2 | 7 | -0.2
37 | Cc1sc(=NC(=O)c2ccco2)n(C)c1-c1ccccc1 | 0 | -97 | -84 | -168 | -4 | 3 | -9 | -48 | 1.2
38 | Cc1nc2c(-c3ccc(F)cc3)cnn2c2c1CCC2 | 2 | -39 | -46 | -63 | 6 | 12 | 6 | -13 | 6.0
39 | O=C(Nc1cccc2ccccc12)c1cnccn1 | -2 | -69 | -29 | -5 | 2 | -2 | -2 | -13 | 1.4
40 | Cc1[nH]nc(Nc2ccc(C(C)C)cc2)c1[N+](=O)[O-] | 8 | -71 | -112 | -113 | 2 | 5 | 28 | -87 | 6.0
41 | O=C1C2CC=CCC2C(=O)N1CC(=O)N(Cc1ccccc1)C1CCS(=O)(=O)C1 (stereo not drawn) | 3 | 2 | 12 | 13 | -1 | -5 | -10 | 0 | -1.5
42 | Cc1ccc(-c2csc(NC(=O)CN3CCOCC3)n2)cc1 | 0 | -7 | 19 | 7 | 2 | -10 | 11 | 14 | 1.8
43 | COc1ccc(C(=O)N/C(=C\c2cccc3ccccc23)C(=O)N2CCN(C)CC2)cc1OC | -3 | -9 | -2 | 7 | -2 | -8 | 0 | 28 | 0.4
44 | CC(C)NC(=O)Nc1cccc2c1O[C@H](CN(C)C(=O)NC(C)C)[C@@H](C)CN([C@H](C)CO)C2=O | -5 | 0 | -1 | -4 | 1 | -2 | 16 | 6 | 0.4

Record cards, as listed above:
Profile of Cc1ccc(-c2csc(NC(=O)CN3CCOCC3)n2)cc1 : CXCR6 inh: 0; Gli-Sufu antag: -7; Jurkat NFkB inh: 19; 697 NFkB inh: 7; XBP1 UPR activ: 2; EBI2 antag: -10; CCR6 antag: 11; Mdm2 MdmX PPI: 14; UPR CHOP act: 1.8
Profile of O=C(Nc1cccc2ccccc12)c1cnccn1 : CXCR6 inh: -2; Gli-Sufu antag: -69; Jurkat NFkB inh: -29; 697 NFkB inh: -5; XBP1 UPR activ: 2; EBI2 antag: -2; CCR6 antag: -2; Mdm2 MdmX PPI: -13; UPR CHOP act: 1.4
Profile of OC(CCCN1CCCCC1)(c1ccccc1)c1ccc(C(F)(F)F)cc1 (stereo not drawn) : CXCR6 inh: 3; Gli-Sufu antag: 13; Jurkat NFkB inh: .; 697 NFkB inh: .; XBP1 UPR activ: .; EBI2 antag: 2; CCR6 antag: 20; Mdm2 MdmX PPI: .; UPR CHOP act: .
